# Screens from PubChem BioAssay.
# MITF primary: human MITF inhibition, primary screen; 650,000 tested, 0.91% active; AID 1259374; inhibition, % at 2.6 µM; O75030; AlphaScreen MITF homodimerization, bead proximity signal; in the data active = inhibition above about 50%;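 also: 0% = vehicle wells with protein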
# GPR151 ag: activates the human receptor GPR151; activation, % at 11.2 µM; Q8TDV0; 650,000 tested, 1% active; PathHunter beta-arrestin GPR151 cells, luminescence; in the data active = activation above about 4.9%;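 also: 0% = median of compound wells and 100% = cells with positive control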
# Target sequence (Q8TDV0 whole entry, looked up): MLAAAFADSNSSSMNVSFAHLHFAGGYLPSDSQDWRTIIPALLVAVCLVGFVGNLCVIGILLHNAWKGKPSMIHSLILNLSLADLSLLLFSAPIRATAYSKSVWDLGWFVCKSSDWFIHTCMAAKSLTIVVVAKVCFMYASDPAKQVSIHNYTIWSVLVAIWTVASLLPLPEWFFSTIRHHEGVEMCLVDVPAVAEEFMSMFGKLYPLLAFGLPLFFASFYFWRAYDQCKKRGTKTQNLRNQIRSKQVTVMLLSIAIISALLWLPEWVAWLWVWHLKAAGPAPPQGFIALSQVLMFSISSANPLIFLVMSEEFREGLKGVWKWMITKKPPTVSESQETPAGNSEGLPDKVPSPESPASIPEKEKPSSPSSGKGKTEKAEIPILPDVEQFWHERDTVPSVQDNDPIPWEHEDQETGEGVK
# TEAD-YAP inh: TEAD-YAP interaction inhibition | 640,000 tested, 1.4% active | inhibition, % at 9.12 µM | HEK-TIYL cells, TEAD-Gal4/YAP UAS-luciferase luminescence; in the data active = inhibition above about 32%;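 also: 0% = median of test compound wells and 100% = reference inhibitor wells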
# FBW7 activator: human FBW7 E3 ligase activation, primary screen | Q969H0 | AlphaScreen FBW7–phospho-cyclin E peptide binding, activator screen | normalized activity (activation), % at 26.1 µM | 650,000 tested, 0.13% active; in the data active = normalized activity above about 1.9%;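 also: purified mutant Fbw7 with reduced substrate affinity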
# Target sequence (Q969H0 whole entry, looked up): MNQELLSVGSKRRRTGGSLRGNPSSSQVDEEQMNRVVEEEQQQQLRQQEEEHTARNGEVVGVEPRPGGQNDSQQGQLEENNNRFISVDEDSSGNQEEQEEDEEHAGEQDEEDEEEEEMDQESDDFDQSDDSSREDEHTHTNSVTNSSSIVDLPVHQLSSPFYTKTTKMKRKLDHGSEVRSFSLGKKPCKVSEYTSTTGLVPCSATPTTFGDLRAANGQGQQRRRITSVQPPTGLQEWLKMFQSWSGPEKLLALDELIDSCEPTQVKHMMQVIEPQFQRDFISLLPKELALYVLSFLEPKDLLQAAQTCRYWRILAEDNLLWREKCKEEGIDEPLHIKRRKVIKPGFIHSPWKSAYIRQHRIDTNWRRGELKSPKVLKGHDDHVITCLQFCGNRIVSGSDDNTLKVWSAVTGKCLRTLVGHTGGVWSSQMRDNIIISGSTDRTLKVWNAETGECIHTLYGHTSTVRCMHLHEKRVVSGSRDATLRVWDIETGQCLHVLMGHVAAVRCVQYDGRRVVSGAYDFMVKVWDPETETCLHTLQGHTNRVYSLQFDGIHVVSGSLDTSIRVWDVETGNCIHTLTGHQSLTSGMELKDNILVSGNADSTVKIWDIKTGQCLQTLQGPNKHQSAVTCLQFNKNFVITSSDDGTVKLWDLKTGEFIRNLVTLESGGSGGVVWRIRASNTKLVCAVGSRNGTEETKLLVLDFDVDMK
# * hit, by the source's call.
SMILES,MITF primary,GPR151 ag,TEAD-YAP inh,FBW7 activator
COc1ccc(CNC(=O)C(=O)NCC(c2ccc3c(c2)OCO3)N2CCOCC2)cc1 (stereo not drawn),4,3.6,-1,0.1
CCCSc1nnc2n(/N=C/c3cccs3)cnn12,1,0.0,-26,0.1
Cc1ccc(CN2CC34C=CC(O3)C(C(=O)NCc3ccccc3Cl)C4C2=O)cc1 (stereo not drawn),13,0.8,7,0.0
Cc1cccc(Nc2ncnc3c2c(-c2ccccc2)cn3-c2ccc(F)cc2)c1,6,-0.7,3,-0.1
CC(=O)N1CCc2c(sc3c2c(=O)n(-c2cccc(Cl)c2)c(=O)n3CC(C)C)C1,-4,-0.3,0,-0.1
CC(=O)N1CCN(S(=O)(=O)N2CCOCC2)CC1,-3,-0.4,6,-0.3
CC(C)Cn1c(=O)c(C(=O)Nc2nc3ccc(F)cc3s2)c(O)c2ccccc21,13,0.8,1,0.2
COCCNC(=O)Nc1ccccc1NC(=O)c1ccccc1Cl,-8,-0.5,6,0.1
CC(C)=CCc1c(O)cc2occ(-c3ccc4c(c3)OCO4)c(=O)c2c1O,5,2.2,1,-0.2
CCCN(CCC)CCNC(=O)CCCNC(=O)Cn1cnc2sc3c(c2c1=O)CCCC3,14,1.0,-1,0.7
Cc1cc2c(cc3c(=O)n(CC(=O)N(C)CCCc4ccco4)nc(C)n32)o1,17,0.6,6,-0.1
Cc1ccc(C(=O)N/C(=C/c2ccc(N(C)C)cc2)C(=O)NCc2ccco2)cc1,8,-1.3,-5,0.5
COc1cccc(CC(C2CCN(C(=O)CC(C)C)CC2)N(C)C(=O)c2ccn(C)n2)c1 (stereo not drawn),-8,1.4,-3,0.2
CC(=O)N1CC=C2C(C#N)=C(N)C(C#N)(C#N)C(CCc3ccccc3)C2C1 (stereo not drawn),2,0.6,-1,-0.2
CCN(CC)S(=O)(=O)c1ccc2[nH]c3nc(SCC(=O)Nc4ccc(Br)cc4)nnc3c2c1,13,-0.8,3,0.0
CC(OC(=O)c1ccc(Oc2ccccc2)cc1)C(N)=O (stereo not drawn),10,-1.4,-5,0.0
O=C(CN1CCOCC1)c1c[nH]c2ccccc12,27,-1.2,-9,0.8
Cc1cc(Br)ccc1NC(=O)c1cccc(I)c1,3,-0.3,-36,0.0
CC(=O)Nc1sc2c(c1C(c1ccccn1)N1CCOCC1)CCCC2 (stereo not drawn),2,-0.7,6,0.0
Cc1ccc(C(O)CNC(=O)c2cccn(C)c2=O)o1 (stereo not drawn),18,-0.3,-9,0.6

# Sorted by length of the SMILES (smallest number first): 3 of the compounds above
SMILES,MITF primary,GPR151 ag,TEAD-YAP inh,FBW7 activator
O=C(CN1CCOCC1)c1c[nH]c2ccccc12,27,-1.2,-9,0.8
CC(=O)Nc1sc2c(c1C(c1ccccn1)N1CCOCC1)CCCC2 (stereo not drawn),2,-0.7,6,0.0
CC(C)=CCc1c(O)cc2occ(-c3ccc4c(c3)OCO4)c(=O)c2c1O,5,2.2,1,-0.2

# Single records (already shown).
# COCCNC(=O)Nc1ccccc1NC(=O)c1ccccc1Cl across the screens: MITF primary: -8; GPR151 ag: -0.5; TEAD-YAP inh: 6; FBW7 activator: 0.1
# Cc1cccc(Nc2ncnc3c2c(-c2ccccc2)cn3-c2ccc(F)cc2)c1 across the screens: MITF primary: 6; GPR151 ag: -0.7; TEAD-YAP inh: 3; FBW7 activator: -0.1
# CCN(CC)S(=O)(=O)c1ccc2[nH]c3nc(SCC(=O)Nc4ccc(Br)cc4)nnc3c2c1 across the screens: MITF primary: 13; GPR151 ag: -0.8; TEAD-YAP inh: 3; FBW7 activator: 0.0

# (list continues)
SMILES,MITF primary,GPR151 ag,TEAD-YAP inh,FBW7 activator
C=CCOc1ccc(C2NC(=O)NC(C)=C2C(C)=O)cc1OCC (stereo not drawn),8,1.8,-6,0.0
CCN(CC)CCCN1C(=O)C(C)SC1c1ccccc1[N+](=O)[O-] (stereo not drawn),9,13*,4,0.0
Cc1ccsc1/C=C(\C(=O)NCc1cccnc1)S(=O)(=O)c1ccccc1,15,-2.1,22,0.0
COc1ccc(N2CCN(C(=O)CSc3nc4[nH]ncc4c(=O)n3-c3ccc(Br)cc3)CC2)cc1,9,-0.5,12,0.1
CC1=NN(c2ccc(Cl)c(C(=O)O)c2)C(=O)/C1=C/c1cn(Cc2ccc(Cl)cc2)c2ccccc12,6,-0.6,0,0.5
CCc1ccc(C2C(C#N)=C(N)N(c3ccc(Br)cc3C)C3=C2C(=O)CCC3)s1 (stereo not drawn),2,-0.8,-7,0.0
COC(=O)c1ccc(C2Oc3ccc(Cl)cc3C3CC(c4ccc(OC)cc4)=NN32)cc1 (stereo not drawn),7,-0.4,-13,0.2
O=C(O)c1cccc(NC(=O)c2cccc([N+](=O)[O-])c2)c1,9,-8.2,2,0.1
O=C1c2cccc3cccc(c23)C(=O)N1c1cccc(O)c1,12,-2.8,8,0.3
COc1ccc(Nc2cc(C(=O)NCC(OC)OC)c3ccccc3n2)c(OC)c1,2,1.7,-6,-0.2
CC(CN1CCN(C)CC1)OC(=O)c1ccccc1F (stereo not drawn),15,-0.7,4,0.0
CC(C)(C)NC(=O)CN(Cc1cccs1)C(=O)CCC(=O)Nc1nccs1,7,0.2,-6,0.1
O=C1Oc2cc3oc4ccccc4c3cc2C1(O)C(F)(F)F (stereo not drawn),10,0.2,3,0.2
COc1ccc(NC(=O)Cn2ncn3cccc3c2=O)cc1OC,7,0.5,4,0.1
O=C(NCCC1=CCCCC1)C1CCN(C(=O)Nc2cccs2)CC1,10,-0.3,-5,-0.3
O=C(Nc1ccc(Cl)cc1)O/N=C\c1ccc(F)cc1,16,-2.1,0,0.1
Cc1ccc(S(=O)(=O)CCC(=O)Nc2ncc(Br)s2)cc1,-6,-0.2,1,-0.3
CC(=O)Nc1sc2c(c1C(N)=O)CCCC2,0,0.7,0,-0.1
CCc1nc(N2CCN(C(=S)NCCCOC)CC2)c2c3c(sc2n1)CCCC3,16,2.3,-5,-0.1
CSc1ncccc1C(=O)NC1CCCCCCC1,-9,0.7,2,0.0
Cc1noc(/C=C/N(C)C)c1S(=O)(=O)N(C)c1ccccc1Cl,15,-0.6,0,0.6
COc1ccc(C2CC(=O)C(C=Nc3ccc(Cl)cc3)=C(O)C2)cc1 (stereo not drawn),1,0.5,15,-0.1
COc1ccccc1NC(=O)CCNS(=O)(=O)c1ccc2[nH]c(=O)ccc2c1,1,1.8,-5,-0.1
CC(=O)N(Cc1ccc(Br)cc1)c1sc2c(c1C#N)CC(C)(C)OC2,5,2.4,4,0.0
CNC(=O)COC(=O)/C=C/c1nc2ccccc2s1,12,0.0,9,0.3
COc1ccccc1N1CC(C)Cn2c1nc1c2c(=O)n(Cc2ccc(F)cc2)c(=O)n1C (stereo not drawn),6,-1.0,-3,-0.1
Cc1cc(S(=O)(=O)N2CCC(CO)(Cc3ccc(Cl)cc3)CC2)c(C)s1,6,-0.5,15,0.3
Cc1ccc(NC(=O)Cn2c(=O)oc3cc(S(=O)(=O)NC4CCCC4)ccc32)cc1F,29,-0.7,7,0.8
O=C1/C(=C\c2ccc3c(c2)OCO3)NC(=S)N1CN1CCOCC1,-4,-1.7,0,-0.2
O=C1CCC(C(=O)NNC(=O)c2ccc(CSc3ccc(Cl)cc3)cc2)N1 (stereo not drawn),10,-1.4,3,0.1
Cc1ccc2oc(C(F)(F)C(F)(F)F)cc(=O)c2c1,16,0.0,-8,0.8
COc1cccc(NC(=O)CSc2nc3c(sc(=S)n3-c3ccccc3C)c(=O)n2-c2ccccc2F)c1,-16,1.0,9,0.0
Cc1cc(N)ccc1N1C(=O)c2ccc(Cl)cc2C1=O,11,0.0,7,-0.4
CC(C)NC(=O)c1ccc(Sc2ccc(Br)cc2)c([N+](=O)[O-])c1,9,-0.2,-3,0.3
CSCCC(NC(=O)C1CCC(C)CC1)C(=O)NCc1ccco1 (stereo not drawn),3,0.8,0,0.1
O=C(/C=C/c1ccco1)NC(=S)N1CCCCCC1,34,-0.3,4,0.5
COc1ccc(CCn2c(=S)[nH]c3cc(C(=O)N4CCCC4)ccc3c2=O)cc1OC,-13,-0.9,-15,0.1
COc1ccc(C2C=C(Nc3ccc(F)cc3)C(=O)N2c2ccc(F)cc2)cc1 (stereo not drawn),0,-0.8,-11,0.0
Cc1nc2nc(SCC(=O)Nc3cccc(Cl)c3C)nn2c(C)c1Cc1c(F)cccc1Cl,1,0.6,15,0.1
CC(=O)c1ccc(N2CCN(C(=O)c3cccnc3)CC2)cc1,12,0.3,-1,-0.1

# 5 compounds drawn at random from those above, as already listed:
SMILES,MITF primary,GPR151 ag,TEAD-YAP inh,FBW7 activator
CC(OC(=O)c1ccc(Oc2ccccc2)cc1)C(N)=O (stereo not drawn),10,-1.4,-5,0.0
Cc1cccc(Nc2ncnc3c2c(-c2ccccc2)cn3-c2ccc(F)cc2)c1,6,-0.7,3,-0.1
CC1=NN(c2ccc(Cl)c(C(=O)O)c2)C(=O)/C1=C/c1cn(Cc2ccc(Cl)cc2)c2ccccc12,6,-0.6,0,0.5
O=C(NCCC1=CCCCC1)C1CCN(C(=O)Nc2cccs2)CC1,10,-0.3,-5,-0.3
CC(C)NC(=O)c1ccc(Sc2ccc(Br)cc2)c([N+](=O)[O-])c1,9,-0.2,-3,0.3

# The list goes on.
SMILES,MITF primary,GPR151 ag,TEAD-YAP inh,FBW7 activator
COC(=O)Nc1ccc(-c2ccc(NC(=O)OC)c(C)c2)cc1C,11,1.8,-22,0.2
CNC(=O)CSc1nnc(-c2ccco2)n1CCOC,9,0.1,-5,-0.1
N#CCC(=O)N/N=C/c1cn(-c2ccccc2)nc1-c1ccc2c(c1)OCCO2,22,-1.3,-55,0.1
Cc1cccc(C(=O)N2N=C(CC(C)C)CC2(O)C(F)(F)F)c1O (stereo not drawn),-5,-0.6,-3,-0.1
O=C(Cn1nnc(-c2ccccc2)n1)N/N=C/c1cc(Cl)ccc1O,57*,-0.4,-1,0.1
CC(=O)c1cccc(NC(=O)Nc2cc3sccc3n2C)c1,14,0.1,4,-0.2
Cc1nc2cc(-c3cccs3)nn2c(NCc2cccnc2)c1C,-9,-1.1,-41,0.0
Cc1nonc1C(=O)N1CCCC(c2ncncc2-c2ccncc2)C1 (stereo not drawn),-2,-1.0,-13,-0.1
CCOC(=O)Nc1ccc(-c2nc3ccc(C)cc3s2)cc1,0,0.4,-60,0.4
CCOC(=O)c1c(C)c(C(=O)Nc2c(C)cc(C)cc2C)c(C)n1CC,13,-2.3,-4,-0.1
CCCOc1cc(OCCC)cc(C(=O)Nc2cccc(-c3nc4ncccc4o3)c2)c1,16,-2.3,14,0.4
CC(C)COc1ccc2c(c1)c1c3n2CCNC3CCC1 (stereo not drawn),1,0.1,-3,-0.2
CCOc1ccc(CNc2nc3nc(C)cc(=O)n3[nH]2)cc1,-7,-1.5,-4,0.2
CC(=O)c1cccc(-c2cccc(C(=O)NCc3nc4ccccc4[nH]3)n2)c1,18,0.2,-2,0.1
COc1cc(/C=C/C(=O)Nc2ccc(S(=O)(=O)NC(C)(C)C)cc2)cc(OC)c1OC,16,-0.1,1,0.2
O=C(N/N=C/c1cc(Br)cc([N+](=O)[O-])c1O)c1cccc2ccccc12,7,0.4,0,0.7
O=C(CSc1cn(Cc2cccc(F)c2)c2ccccc12)Nc1nc2ccccc2s1,-5,1.1,-6,-0.2
CNC(=O)c1cc2c(n(-c3ccc(C)cc3)c1=O)CC(C)(C)CC2=O,5,0.9,4,-0.1
Cc1cc([N+](=O)[O-])ccc1N1C(=O)c2cccnc2C1=O,7,-0.2,8,-0.6
C=CCNS(=O)(=O)c1ccc(F)c(C(=O)Nc2ccccc2CC)c1,16,0.4,7,0.0
COc1ccccc1C(=O)Nc1ccnn1C1CCN(Cc2cnc(SC)nc2)CC1,5,1.5,7,0.0
Cc1[nH]c(=O)[nH]c(=O)c1S(=O)(=O)Nc1cc(SC2CCCCC2)cc([N+](=O)[O-])c1,-10,-0.9,16,-0.1
CCOc1cc(/C=c2/sc3nc(-c4cccc([N+](=O)[O-])c4)nn3c2=O)ccc1OC(C)=O,5,0.2,-1,-0.2
CCOCCn1c(=NC(=O)C2CC2)sc2cc(Br)ccc21,5,2.2,3,0.0
Oc1ccc(/C=N/Nc2cccc3cccnc23)c(O)c1,31,-1.6,-26,0.6
CCSc1nc(-c2ccccc2)nc2c1c(=O)n(C)c(=O)n2C,-4,-0.6,0,0.0
CSCCC(NS(=O)(=O)c1ccc2c(c1)oc(=O)n2C)C(=O)Nc1ccc(C)cc1 (stereo not drawn),-3,0.3,-5,0.0
CCN(CC)c1ncnc2sc(C(=O)Nc3ccc(Br)cc3C)c(C)c12,1,-0.8,0,-0.1
Cc1ccc(-c2ccc(OCC(=O)Nc3cc(C(N)=O)cc(C(N)=O)c3)cc2)cc1,17,1.6,-28,0.0
CCOC(=O)c1c(NC(=O)CSc2nnc(CNC(=O)c3cccc(F)c3)n2-c2ccc([N+](=O)[O-])cc2)sc2c1CCCC2,-4,1.2,-11,-0.2
CC(C)(C)c1ccc(C(N)CC(=O)O)cc1 (stereo not drawn),-1,1.3,0,0.1
CSC1=C(C#N)C(c2ccccc2Cl)C2=C(CCCC2=O)N1 (stereo not drawn),-8,2.9,-2,0.1
O=C(NNC(=S)Nc1cccc([N+](=O)[O-])c1)c1ccccn1,115*,-1.0,-12,-1.6
Cc1cccc(C)c1-n1c(SCc2cc(=O)n3cc(Cl)ccc3n2)nc2c(sc(=S)n2-c2c(C)cccc2C)c1=O,4,1.4,-11,0.1
CCOC(=O)c1ccc(NC(=O)C(=O)NCc2ccc(F)cc2)cc1,2,0.7,11,-0.2
Cc1cc(=O)cc(C)n1CCO,-9,0.1,-5,-0.2
O=C1[C@H]2CN(Cc3ccsc3)CCN2C(=O)[C@H]2CCCN12,10,1.6,17,-0.1
COc1cccc(/C=C2\Oc3cc(O)cc(C)c3C2=O)c1,14,-9.7,98*,0.0
